# Assay outcomes as filed in PubChem.
# TR SRC2 fluor cs: counter-screen for TRb-SRC2 inhibitors: fluorescence interference. actives 0.29% (n = 280,000). TRb/SRC2 Texas Red total fluorescence interference. AID 1479. Potency, µM (doses to about 106 µM), for inactives: at the highest dose fluorescence change, negative = quenching; active = well fitted curve in either direction with a large enough effect; inconclusive = small, poorly fitted or top-dose-only effect
#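 Human TRβ ligand-binding domain (0.6 uM) and Texas Red SRC2 peptide (20 nM) in Tris buffer with 1 uM T3 and 5% DMSO were incubated with pinned compound for 5 hr at ambient temperature. Total fluorescence was computed as S + 2P (555/632 nm).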
# L3MBTL1 block: blocks human L3MBTL1; AID 485360; actives 0.66% (n = 230,000); AlphaScreen L3MBTL1–H3K9me1 peptide binding; Q9Y468; Potency, µM (series often up to 57.1 µM), for the others: at the top dose activity, negative = inhibition, hits mostly inhibitors; note: nearly all actives have a fitted effect of over 60% in size
#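 Displacement of a biotinylated histone H3(1-15) peptide monomethylated at Lys9 (75 nM) from L3MBTL1 (50 nM) was measured by AlphaScreen after a 30 min room-temperature compound incubation; cefsulodin titration served as intraplate control.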
# GAA inh: alpha-glucosidase (human) inhibition. P10253. purified human GAA, 4-MU-alpha-glucoside fluorescence. Potency, µM (top dose mostly 76.9 µM), without a hit: at the highest dose activity change, negative = inhibition, actives largely listed as inhibitors. actives 0.005% (n = 200,000);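 note: plate controls were uninhibited enzyme wells for no effect and no-enzyme background for full effect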
#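 Fluorescence at Ex 365/Em 440 nm from 4-methylumbelliferone reported enzyme activity after 20 min at room temperature. Reactions used 4 nM enzyme and 400 uM substrate at pH 5.0; curves fitted with the Hill equation.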
# GAA glycogen mod: inhibitors or activators of human alpha-glucosidase glycogen cleavage; P10253; recombinant GAA, glycogen substrate, Amplex Red glucose oxidase fluorescence; Potency, µM (highest dose often 76.4 µM), for inactives: at the highest dose activity change, negative = inhibition, most hits filed as inhibitors; actives 0.38% (n = 300,000); AID 2100;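 note: 0% = full enzyme reaction and -100% = no-enzyme basal signal; the screen sought inhibitors and activators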
#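 Recombinant human enzyme (4 nM); glycogen substrate; 37 C, 40 min, pH 5.0. Readout: coupled glucose oxidase/Amplex Red fluorescence.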
# aGlu spleen mod: inhibitors or activators of human alpha-glucosidase in spleen homogenate; P10253; human spleen homogenate, 4-MU-alpha-glucoside fluorescence; Potency, µM (highest dose often 79.9 µM), for inactives: top-dose activity change, negative = inhibition, hits mostly inhibitors; actives 0.006% (n = 240,000);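 note: 0% = enzyme with vehicle and -100% = no enzyme basal signal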
#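 Human spleen homogenate (1 ug) with 4-methylumbelliferyl-alpha-D-glucopyranoside (1 mM final) in 50 mM citrate/phosphate pH 5.0, 0.01% Tween-20; 40 min at 37 C. Stopped at pH 10; 4-MU fluorescence Ex 365/Em 440 nm; AC50 by Hill fit.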
# TRb-SRC2 inh: inhibitors of human thyroid hormone receptor beta-SRC2 interaction; P10828; TRbeta-SRC2 peptide binding, fluorescence polarization; receptor liganded with 1 µM T3; Potency, µM (doses to about 106 µM), without a hit: top-dose activity change, negative = inhibition, hits mostly inhibitors; actives 0.065% (n = 280,000);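 note: plate controls were bound peptide for no effect and peptide without receptor for full effect; nearly all actives have a fitted effect of over 50% in size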
#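 Binding of a 20-amino-acid Texas Red SRC2 peptide (20 nM) to TRb ligand-binding domain (0.6 uM) with agonist T3 at 1 uM was followed by fluorescence polarization after a 5 hr room-temperature incubation.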
# RGS12 GoLoco inh: RGS12 GoLoco-Gai1 interaction inhibition; Potency, µM (doses to about 61.6 µM), for inactives: at the highest dose activity, negative = inhibition, usual class: inhibitors; Gai1:RGS12 GoLoco peptide FP, rhodamine, 10 min; P63096; actives 0.44% (n = 230,000); AID 880; active = well fitted inhibition curve with a large enough effect, not every such curve was filed as active; inactive = no such curve, though single readings can be large or run the other way; note: nearly all actives have a fitted effect of over 30% in size; many of its hits are not listed in these tables
# Target sequence (P63096 whole entry, looked up): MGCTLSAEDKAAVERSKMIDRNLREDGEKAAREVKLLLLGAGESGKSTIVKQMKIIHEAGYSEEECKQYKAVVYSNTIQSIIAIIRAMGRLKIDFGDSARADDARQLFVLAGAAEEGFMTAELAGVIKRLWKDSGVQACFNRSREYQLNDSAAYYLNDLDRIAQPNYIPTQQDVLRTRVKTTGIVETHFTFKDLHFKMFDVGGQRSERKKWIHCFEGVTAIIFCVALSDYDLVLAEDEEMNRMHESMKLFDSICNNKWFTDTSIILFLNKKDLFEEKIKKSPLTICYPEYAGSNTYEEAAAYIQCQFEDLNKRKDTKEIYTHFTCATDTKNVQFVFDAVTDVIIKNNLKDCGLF
# RECQ1 helicase: inhibitors of human RECQ1 DNA helicase | RECQ1 DNA unwinding, red fluorescence kinetic read | Potency, µM (titrated, usually from 57.3 µM), inactives show at the highest dose activity, negative = inhibition, usual class: inhibitors | actives 0.54% (n = 240,000);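 note: plate controls were vehicle for no effect and no enzyme for full effect; nearly all actives have a fitted effect of over 30% in size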
# Target sequence (P46063 whole entry, looked up): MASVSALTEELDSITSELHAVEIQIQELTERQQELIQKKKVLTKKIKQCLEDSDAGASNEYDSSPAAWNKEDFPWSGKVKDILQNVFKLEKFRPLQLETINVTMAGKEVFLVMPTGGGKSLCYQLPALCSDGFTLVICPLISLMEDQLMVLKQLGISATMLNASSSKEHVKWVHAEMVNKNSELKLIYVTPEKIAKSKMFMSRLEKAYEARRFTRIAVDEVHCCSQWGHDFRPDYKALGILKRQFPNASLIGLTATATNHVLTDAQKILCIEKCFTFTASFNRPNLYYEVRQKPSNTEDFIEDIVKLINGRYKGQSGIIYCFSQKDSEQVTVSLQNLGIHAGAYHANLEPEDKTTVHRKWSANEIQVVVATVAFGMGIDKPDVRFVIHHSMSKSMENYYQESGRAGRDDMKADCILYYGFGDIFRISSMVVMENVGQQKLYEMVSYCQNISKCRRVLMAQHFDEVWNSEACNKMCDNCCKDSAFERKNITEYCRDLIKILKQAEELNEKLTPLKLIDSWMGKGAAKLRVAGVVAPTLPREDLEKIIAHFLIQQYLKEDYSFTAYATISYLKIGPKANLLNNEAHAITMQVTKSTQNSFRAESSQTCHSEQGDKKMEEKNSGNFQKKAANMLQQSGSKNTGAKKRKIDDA
#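 RECQ1T1 50 nM; forked duplex (20 bp + 30-nt ss tails) 200 nM, ATP 2 mM final; pH 8.0, 2 mM MgCl2, 2.5 ug/ml poly(dI-dC); 15 min compound preincubation; discontinuous kinetic read over 2 h at RT.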
# An asterisk follows results filed as active; i = inactive; ? = inconclusive; . = not tested or not shown; [ ] = remark or other dose. Unless noted, calls come from the whole dose curve; as a rule, active = well fitted curve in the direction sought with a large enough effect; inconclusive = small, poorly fitted or top-dose-only effect, or another doubt; inactive = no such curve, though single readings can be large; an effect the other way counts as inactive or inconclusive. Unless noted, % is set by controls: 0 for no effect and ±100 for the full control effect; potency is the fitted concentration of half-maximal effect. An excerpt; rates above refer to the full screens.
structure	TR SRC2 fluor cs	L3MBTL1 block	GAA inh	GAA glycogen mod	aGlu spleen mod	TRb-SRC2 inh	RGS12 GoLoco inh	RECQ1 helicase
O=C(NCc1ccccn1)C1(C(F)(F)F)C/C(=C\CCO)CCCO1 (stereo unspecified)	0%	.	.	.	2%	-5%	.	-1%
Cc1ccc(N=C2NC(=O)C(CC(=O)NCc3ccccc3)S2)cc1C (stereo unspecified)	-3%	0%	8%	-5%	2%	2%	5%	i
CCC1(c2ccccc2)NC(=O)N(CC(=O)N2CCN(S(=O)(=O)c3ccccc3)CC2)C1=O (stereo unspecified)	-1%	2%	?	-4%	-11%	-5%	1%	i
O=C(Nc1c(C(=O)NCc2ccco2)cnn1-c1ccccc1)c1ccc(F)cc1	-1%	-12%	-4%	-5%	-4%	-5%	-35%	2%
Cc1cc(C)c(S(=O)(=O)NCc2ccncc2)c(C)c1	-3%	.	-5%	2%	1%	-6%	-2%	i
CCC/C(=C1/C(=O)CC(C)(C)C(C(=O)OC)C1=O)N1CCCC1 (stereo unspecified)	3%	6%	-1%	8%	4%	0%	18%	i
CCOC(=O)N1CCC(NC(=S)Nc2ccc3nc(N4CCN(C)CC4)cc(C)c3c2)CC1	-3%	.	6%	?	8%	0%	4%	0%
Cc1cc(C)nc(N2CCC(C(=O)O)CC2)n1	-1%	-5%	5%	-6%	7%	3%	-4%	-4%
COc1cccc(CNC(=O)Cn2cccc2)c1	-2%	-6%	-3%	7%	-11%	1%	20%	-5%
CC(C)N(Cc1cc2ccccc2[nH]c1=O)C(=O)c1cccnc1	1%	-2%	5%	1%	-8%	4%	1%	2%
CCOC(=O)c1c(NC(=O)CSc2nnc(-c3ccco3)o2)sc(C)c1C	2%	-13%	-12%	1%	-8%	12%	75%[activator]	-3%
COc1ccc(N(CC(=O)Nc2cc(C(=O)O)ccc2C)S(=O)(=O)c2c(C)noc2C)cc1	0%	3%	4%	1%	-25%	-15%	3%	0%
Cn1c(=O)c2c(ncn2Cc2cc(-c3ccccc3)no2)n(C)c1=O	-1%	5%	-7%	-5%	-1%	3%	-1%	-15%
CCc1cccc2c(C(=O)Cn3nnc(-c4ccc(OC)c(OC)c4)n3)c[nH]c12	-12%	.	0%	-3%	-11%	17%	20%	?
Cc1ccc(OCC(=O)c2cc(C)n(CC(F)(F)F)c2C)c([N+](=O)[O-])n1	2%	-6%	0%	2%	-5%	-3%	5%	i
CC1CCCN(c2cc(N(C)CCO)c([N+](=O)[O-])c3nonc23)C1 (stereo unspecified)	-2%	.	-3%	5%	-6%	4%	5%	0%
O=C(CN1C(=O)COc2ccccc21)NCCCN1CCc2ccccc2C1	-1%	0%	?	5%	-15%	-17%	9%	-2%
COc1coc(C(O)CN)cc1=O (stereo unspecified)	1%	9%	-11%	-3%	7%	5%	-11%	i
Cc1nnc2n(-c3ccccc3)c(=O)c3c4c(sc3n12)COC(C(C)C)C4 (stereo unspecified)	-4%	-1%	0%	-5%	-3%	6%	3%	-14%
COc1ccccc1-c1nc(C#N)c(NCCCn2ccnc2)o1	-4%	.	.	?	1%	1%	13%	i
CCCn1c(SCC(=O)C(C)(C)C)nc2ccccc21	-1%	10%	-2%	-2%	4%	1%	1%	i
O=C(O)CCC(=O)Nc1ccc(Cc2ccc(NC(=O)CCC(=O)O)c(O)c2)cc1O	-6%	.	-4%	8%	-6%	-1%	17%	i
CC(C)C(=O)NCCCc1ccccc1	0%	-22%	-12%	6%	3%	-7%	3%	-3%
O=C(CCl)NCCCN(C(=O)C(Cl)Cl)c1ccc([N+](=O)[O-])cc1	-3%	4%	.	-2%	4%	-7%	10%	-1%

# Overlap with the part before: 4 compounds, then new ones.
structure	TR SRC2 fluor cs	L3MBTL1 block	GAA inh	GAA glycogen mod	aGlu spleen mod	TRb-SRC2 inh	RGS12 GoLoco inh	RECQ1 helicase
CCCn1c(SCC(=O)C(C)(C)C)nc2ccccc21	-1%	10%	-2%	-2%	4%	1%	1%	i
O=C(O)CCC(=O)Nc1ccc(Cc2ccc(NC(=O)CCC(=O)O)c(O)c2)cc1O	-6%	.	-4%	8%	-6%	-1%	17%	i
CC(C)C(=O)NCCCc1ccccc1	0%	-22%	-12%	6%	3%	-7%	3%	-3%
O=C(CCl)NCCCN(C(=O)C(Cl)Cl)c1ccc([N+](=O)[O-])cc1	-3%	4%	.	-2%	4%	-7%	10%	-1%
O=C(NCCN1CCN(c2ccccc2)CC1)c1ccc(NC(=O)C2CCCO2)cc1 (stereo unspecified)	-1%	.	-1%	-4%	3%	-8%	4%	-5%
O=C(CCC1CCCN(C2C3CC4CC(C3)CC2C4)C1)NCc1ccc(F)c(F)c1 (stereo unspecified)	-2%	0%	-12%	17%	-19%	5%	6%	-4%
CCN(CC)CCN(C(=O)Cn1nnc(-c2ccc(OC)c(OC)c2)n1)C(C(=O)NC1CCCC1)c1ccc(F)cc1 (stereo unspecified)	-3%	.	-9%	5%	-4%	-3%	-2%	-11%
CCS(=O)(=O)NC(C)C(c1cccs1)N1CCN(c2ccc(OC)cc2)CC1 (stereo unspecified)	-2%	.	-5%	-1%	-4%	1%	1%	-6%
Cc1ccc2[nH]c(=O)c(-c3nc4c(C)cccn4c3NCc3ccco3)cc2c1	1%	-8%	-5%	-20%	-18%	2%	7%	i
CCOC(=O)Cc1csc(NC(=S)NC(=O)c2ccc(F)cc2)n1	1%	?	3%	-6%	-7%	-18%	18%	i
CCOC(=O)C1(Cc2ccccc2)CCN(Cc2ccc3cc(NC(C)=O)ccc3n2)CC1	-3%	-7%	.	-5%	0%	3%	-1%	i
O=C(NCCN1C(=O)C2C3C=CC(C3)C2C1=O)NCc1ccccc1 (stereo unspecified)	-6%	.	0%	-6%	3%	-7%	-4%	-2%
Oc1ccc(-c2n[nH]c(=S)n2Cc2ccco2)cc1	1%	.	-6%	8%	2%	2%	-7%	-11%
Cc1ccc2cc3cc(C(=O)N4CCCCC4C)oc3nc2c1 (stereo unspecified)	0%	0%	-4%	-3%	-16%	6%	3%	-1%
Cc1ccccc1Nc1nc(N)nc(COC(=O)c2ccc(S(=O)(=O)N(C)C)cc2)n1	1%	-5%	?	-8%	-17%	-6%	-6%	-5%
COC(=O)c1ccc(-n2nnnc2SCc2ccccc2OC)cc1	2%	29%	-7%	-14%	?	-15%	-9%	-6%
CC(C)n1c(=O)[nH]c2cc(C(=O)Nc3ccccc3)ccc21	-3%	7%	2%	-11%	6%	-1%	17%	-1%
O=C(O)c1ccccc1Sc1ncnc2sc3c(c12)CCC3	-1%	13%	1%	-5%	-20%	-10%	5%	-1%
CN1C(=O)c2cccc(NCCCN3C(=O)c4ccccc4C3=O)c2C1=O	2%	.	-6%	9%	2%	-5%	8%	i
Cc1cc(NC(=O)C2C3C(=O)N(c4cccnc4)C(C(=O)NC(C)(C)C)C34C=CC2(C)O4)no1 (stereo unspecified)	-1%	-4%	3%	14%	-3%	8%	0%	-6%
Cc1cc(C)c(C#N)c(SCSCc2ccccc2)n1	-1%	.	-2%	5%	-12%	-23%	-10%	-7%
Cc1nnc(SCc2cc(=O)[nH]c(/N=C(\N)Nc3ccccc3)n2)s1	-1%	13%	.	-12%	-1%	-4%	-3%	i
Cc1ccc(N(Cc2ccc(C(=O)Nc3ccccc3C(=O)NCc3ccco3)cc2)S(C)(=O)=O)cc1C	2%	.	-3%	-10%	2%	-6%	-10%	3%
COc1cccc(/C=N/NC(=O)CCc2ccccc2)c1	0%	3%	2%	1%	-10%	5%	2%	-13%
O=C(CSc1nc2[nH]ncc2c(=O)n1-c1ccccc1)NCc1cccs1	-2%	.	2%	7%	-5%	-5%	7%	-6%
O=C(Nc1ccc(F)cc1)NC1CCN(Cc2c(F)cccc2Cl)CC1	-1%	-1%	-8%[15.4 µM]	4%	7%	6%	5%	i
c1cn2c(Nc3ccc4c(c3)OCCO4)c(-c3ccc(N4CCOCC4)cc3)nc2cn1	-1%	.	.	?	-2%	1%	-2%	-10%
Cc1ccc(-n2nnnc2SCC(=O)Nc2ccccc2-c2ccccc2)cc1C	1%	34%[activator]	8%	-5%	-6%	-13%	5%	-12%
CNC(=S)N/N=C/c1ccc(-c2cccc(C(=O)O)c2)o1	-3%	.	.	-24%	-13%	1%	-5%	-1%
O=C(O)C1CCCN1c1nc(C(F)(F)F)nc2ccccc12 (stereo unspecified)	-2%	2%[11.4 µM]	-2%	19%	5%	3%	14%	i
CC(=O)NCc1cc(-c2nn(C)c(=O)c3ccccc23)ccc1C	-2%	.	-4%	-1%	-1%	-2%	-7%	i
Cc1cc(S(=O)(=O)Nc2nc(CN3CCOCC3)nc3sc4c(c23)CCCC4)ccc1F	-1%	.	?	6%	-5%	-1%	21%	-3%
Cc1ccc(CN2CC(C(=O)Nc3ccc4c(C)cc(=O)oc4c3)CC2=O)cc1 (stereo unspecified)	0%	-18%	12%	-15%	7%	-22%	89%[activator]	-5%
COc1ccc(NC(=O)CCS(=O)(=O)c2ccc3c(c2)CCCN3C(C)=O)cc1Cl	2%	.	1%	-7%	-1%	-2%	12%	i
CCN(CC)C(=O)CSc1nnc(-n2nc(C)cc2C)c2ccccc12	-3%	-6%	-4%	-14%	6%	2%	-3%	13%
COc1ccc(CCNC(=O)C2CCCN(C(=O)N(C)C)C2)c(OC)c1 (stereo unspecified)	0%	4%[11.4 µM]	-2%	-12%	-6%	-5%	12%	i
O=C(NCCC1=CCCCC1)C1CC(=O)N(C2CCCCC2)C1 (stereo unspecified)	2%	-2%	-1%	5%	-3%	-7%	7%	-10%
